RNase H inhibition: RNase H inhibition, HIV 1 Gag Pol polyprotein, FRET biochemical assay, screening (AID 372). HIV-1 RT RNase H, FRET RNA/DNA substrate fluorescence; higher % means a stronger effect. inhibition, % at 10 µM, or IC50 in µM where a hit was titrated. hit rate 0.77% among 100,000; in the data active means inhibition above about 50%
Active calls of the source: *; & = joins results of further samples. Only part of the results is shown; count on the stated rates, not on these rows.

canonical_smiles	RNase H inhibition
Cc1ccccc1NC(=O)c1ccc(Cl)c(S(=O)(=O)N2CCOCC2)c1	14%
Cc1ccc(N2C(=O)NC(=O)/C(=C\c3ccc(-c4cc(C(=O)O)ccc4C)o3)C2=O)cc1	12%
COc1ccc(/C=N/Nc2nnc(-c3ccccc3)c(-c3ccccc3)n2)cc1	6%
Cc1ccc(C(=O)O)cc1N1C(=O)c2ccc(C(=O)c3cccc([N+](=O)[O-])c3)cc2C1=O	0%
COC(=O)c1nn2c(C(F)(F)F)cc(-c3ccccc3)nc2c1Br	3%
CCCCc1ccc(NC(=S)NC(=O)c2ccc([N+](=O)[O-])cc2)cc1	5%
COc1ccc(/C=C/C(=O)Nc2ccc(C)c(Cl)c2)cc1	24%
O=c1[nH]c2ccccc2nc1/C=C(\O)c1ccc(F)cc1	6%
COc1cc2c(=O)c3ccccc3sc2c(OC)c1OC	4%
COc1cc(Br)c(CNc2cccc(C)c2)cc1OC	22%
COc1ccc(CN2CCCCC2)cc1OC	2%
CN(C)c1cccc(NC(=O)C(c2ccccc2)c2ccccc2)c1	24%
Cc1ccccc1NC(=O)/C(=C\c1ccccc1Cl)NC(=O)c1ccccc1	10%
Cc1ccnc(NS(=O)(=O)c2ccc(NC(=O)C(F)(F)F)cc2)n1	7%
COc1ccc(S(=O)(=O)N2CCN(c3ccc([N+](=O)[O-])cc3)CC2)cc1	0%
CCOc1ccccc1NC(=O)CN(c1ccc(C)c(Cl)c1)S(C)(=O)=O	8%
CC(C)(C)CC(=O)NCc1ccccn1	11%
C/C(CC(=O)Nc1cccc2c1CCCC2)=N\NC(=O)C(=O)NC1CCCCC1	10%
CC(C)CN1C(=O)/C(=C/c2ccc(C(C)(C)C)cc2)SC1=S	0%
COc1c(Cl)cc(/C=C2\C(=O)NC(=S)N(c3ccc(F)cc3)C2=O)cc1Cl	24%
COc1ccc(Nc2nc(-c3cc4cc(OC)ccc4oc3=O)cs2)cc1	13%
Cc1ccc2nc(-c3ccc(C)c(N=C/C=C/c4ccc(Cl)cc4)c3)oc2c1	8%
COc1ccc(-c2cc(C(=O)NN)c3cc(Br)ccc3n2)cc1	3%
C/C=C/COC(=O)C1=C(C)NC(=O)NC1c1ccccc1Cl (stereo not drawn)	0%
O=[N+]([O-])c1ccc(NCCNS(=O)(=O)c2ccccc2)c(Cl)c1	8%
CCOc1ccc(C2=C/C(=C/c3ccc(Br)o3)C(=O)O2)cc1	15%
C/C(=N\NC(=O)c1cc(C2CC2)[nH]n1)c1ccc(Cl)cc1	14%
CC(NC(=O)C(=O)NCCN1CCN(C(=O)c2ccc([N+](=O)[O-])cc2)CC1)c1ccccc1 (stereo not drawn)	0%
CCOC(=O)C(=C/C(C)=C/c1ccco1)C(=O)OCC	2%
COC(=O)c1cc(NC(=S)NC(=O)c2ccc(C)cc2)cc(C(=O)OC)c1	54%*
CCCC(=O)Nc1ccc2oc(-c3cc(Br)ccc3Cl)nc2c1	11%
O=S(=O)(c1cccs1)N1CCN(Cc2ccccc2)CC1	15%
N#C/C(=C\Nc1cccc(Br)c1)c1nc(-c2ccc(Cl)cc2Cl)cs1	47%
O=C(Nc1ccccc1F)c1ccccc1	0%
N#CSCCCOc1ccc(Cl)cc1	5%
COc1ccc(C(=O)N/C(=C\c2cccc([N+](=O)[O-])c2)C(=O)NCC2CCCO2)cc1 (stereo not drawn)	11%
CC(C)CN1C(=O)/C(=C/c2cn(-c3ccccc3)nc2-c2cccs2)SC1=S	0%
Cc1ccc(N=Cc2ccc(OCc3ccccc3)cc2)c(C)c1	4%
Cc1cc(/C=C2/C(=O)NC(=O)N(Cc3ccco3)C2=O)c(C)n1-c1ccc([N+](=O)[O-])cc1	14%
COc1cc(C(=O)O)cc(OC)c1OCc1cc(C(=O)O)oc1C	15%
Cc1ccc(N(CC(=O)NCC(C)NC(=O)CN(c2ccc(C)cc2)S(C)(=O)=O)S(C)(=O)=O)cc1 (stereo not drawn)	14%
CNC(=O)C(=O)Nc1nc(-c2ccccc2)cs1	0%
CCOc1ccc(NS(=O)(=O)c2ccc(Br)cc2)cc1	8%
Cc1c(N=Cc2ccc3c4c(cccc24)CC3)c(=O)n(-c2ccccc2)n1C	28%
O=C(N/N=C/c1ccccc1O)c1n[nH]c2c1CCC2	11%
C/C(=N/NC(=O)c1cccc(Br)c1)c1ccc2c3c(cccc13)CC2	38%
Cc1cc(OCC(=O)Nc2sc3c(c2C(N)=O)CCC(C)C3)ccc1Cl (stereo not drawn)	4%
Cc1ccc2oc(-c3cc(NC(=O)c4cccc([N+](=O)[O-])c4)ccc3O)nc2c1	3%
O=C(NC(=S)Nc1ccc2oc(-c3ccc(Cl)cc3)nc2c1)c1cccs1	34%
Cc1cc(/C=N/NC(N)=S)c(C)n1-c1cccc([N+](=O)[O-])c1	52%*
CCc1noc(-c2[nH]c3ccccc3c2C(=O)C(=O)N(C)C)c1C	2%
COc1ccc(NC(=O)c2ccc(-c3ccc(Cl)c(Cl)c3)o2)cc1	13%
COC(=O)C1=C(O)CSC1=Nc1ccccc1F	5%
C=CCSc1nnc(-c2ccccc2N)c(=O)[nH]1	18%&10%
O=C1NC(=S)N(c2ccccc2)C(=O)/C1=C\C=C\c1ccccc1[N+](=O)[O-]	16%
COc1cccc(C2/C(=C(\O)c3ccccc3)C(=O)C(=O)N2c2cccnc2)c1 (stereo not drawn)	13%
COc1ccc(C(=O)Nc2ccc(NC(=O)c3ccc(Cl)cc3Cl)cc2)cc1	23%
CCN(CC)c1ccc(/C=N\n2cnnc2)c(O)c1	3%
Cn1ccnc1SCC(=O)c1ccc(O)c(O)c1	46%
Cc1cc(C)c(C(=O)/C=C/c2cccc([N+](=O)[O-])c2)cc1C	24%

Next section:
SMILES	RNase H inhibition
Cc1ccc(C)c(N2CCN(C3CCC(c4ccccc4)CC3)CC2)c1 (stereo not drawn)	12%
CCOc1cc2c(c([N+](=O)[O-])c1)NC(C(C)C)C1CC=CC21 (stereo not drawn)	12%
COc1cccc(NC(=O)CN(c2ccc(F)cc2)S(=O)(=O)c2ccccc2)c1	3%
Cc1c(Cl)ccc2c(N=NC(=O)c3ccc(Cl)cc3)c(O)[nH]c12	4%
CC(C)(C)NCCN1CCn2c1nc1ccccc12	11%
N#C/C(=C\c1ccc([N+](=O)[O-])cc1)c1nc(-c2ccc([N+](=O)[O-])cc2)cs1	8%
O=C(N/N=C/c1ccc([N+](=O)[O-])o1)C(O)c1ccccc1 (stereo not drawn)	0%
COc1ccc2oc(=O)c(C(=O)Nc3ccc(C(C)=O)cc3)cc2c1	6%
O=C(Nc1cccc(Br)c1)/C(=C\c1ccco1)NC(=O)c1cccs1	14%
Cn1c(=O)c(Cl)c(O)c2ccccc21	5%
COCCNC(=O)c1nn2c(C(F)(F)F)cc(-c3ccc(F)cc3)nc2c1Cl	8%
COC(=N/C(=N/S(=O)(=O)c1ccccc1)c1ccccc1)SC	5%
Cc1cc(C)nc(SCC(=O)N2c3ccccc3Sc3ccc(C(F)(F)F)cc32)n1	9%
CN1c2ccccc2C(C)(C)C12C=Nc1c(ccc3cc4ccccc4cc13)O2 (stereo not drawn)	10%
Clc1ccc(-c2nc(-c3ccccn3)no2)cc1	10%
Clc1ccc(OCCOCCOc2cccc3cccnc23)c2ccccc12	45%
NS(=O)(=O)c1ccc(Nc2nc(-c3ccc(Cl)c(Cl)c3)cs2)cc1	18%
COc1cccc(OCCNC(=O)Cc2cccc3ccccc23)c1	0%
Cc1cc(=O)oc2cc(OCC(=O)Nc3ccc(I)cc3)ccc12	18%
CCOc1ccc(C(=O)N2CCN(c3ccc([N+](=O)[O-])cc3)CC2)cc1	4%
COC(=O)c1ccc(N2C(=O)c3cccc([N+](=O)[O-])c3C2=O)cc1	11%
O=C(Nc1ccc2ccccc2c1)c1ccc(Cl)c(Cl)c1	9%
COc1ccccc1OCCn1cc(C=C2C(=O)N(C)C(=O)N(C)C2=O)c2ccccc21	10%
C=CCNC(=O)CN(c1cc(C)ccc1C)S(=O)(=O)c1ccc(C)cc1	6%
Cc1cccc(/C=N/NC(=O)/C(=C\c2ccc3c(c2)OCO3)NC(=O)c2ccccc2)c1O	12%
O=C(N/N=C/c1c(F)cccc1Cl)c1ccc(O)cc1	4%
O=C(Nc1ccc(F)cc1)c1cccc2ccccc12	3%
COc1ccc(NC2=C(Cl)C(=O)N(c3cccc(C(F)(F)F)c3)C2=O)c(OC)c1	5%
CC1(C)CCC(C(=O)NNC(=O)c2ccccc2)C1(C)C(=O)O (stereo not drawn)	9%
COc1ccc(OC)c(/C=C2/SC(=S)N(NC(=O)c3ccccc3C)C2=O)c1	10%
CC(C)(C)c1ccc(C(=O)NNC(=O)c2cccc(F)c2)cc1	0%
O=C(O)COc1ccc(N2C(=O)CCC2=O)cc1	12%
N#CC1=C(N)OC2=C(C(=O)CC(c3ccccc3)C2)C1c1ccc2c(c1)OCO2 (stereo not drawn)	15%
COc1cc(NC(=O)CCc2ccccc2)c(OC)cc1Cl	16%
COC(=O)C1=C(C)NC2=C(C(=O)c3ccccc32)C1c1ccc(O)c(I)c1 (stereo not drawn)	12%
O=C1CC(c2ccc(Cl)cc2)c2cc(Br)c3ccccc3c2N1 (stereo not drawn)	21%
O=C(COC(=O)c1ccc2c(c1)C(=O)N(c1ccccc1)C2=O)c1ccc(Br)cc1	2%
CS(=O)(=O)N(CC(=O)N(Cc1ccccc1)Cc1ccccc1)c1ccc(Cl)cc1	10%
CC(C)C12CN3CC(C(C)C)(CN(C1)C31C(=O)Nc3ccccc31)C2=O (stereo not drawn)	1%
O=c1cc(C(Cl)(Cl)Cl)oc2ccc(Cl)cc12	1%
COc1ccc(OCCOc2ccccc2[N+](=O)[O-])cc1	9%
C/C(=N\NC(=O)c1cc(-c2ccccc2)n[nH]1)c1ccccc1	5%
COc1cc([N+](=O)[O-])ccc1-c1ccc(/C=C(\C#N)C(N)=O)o1	9%
COc1ccc(-c2csc(/C(C#N)=C\Nc3cccc(Cl)c3Cl)n2)cc1OC	51%*
COc1ccc(-c2cc(C(F)(F)F)n3nc(C(=O)Nc4ccc(OC)cc4OC)c(Br)c3n2)cc1	14%
CCCOc1cccc(C(=O)Nc2cc3nn(-c4ccc(OC)cc4)nc3cc2C)c1	23%
CCOc1ccc2cc(S(=O)(=O)n3nnc4ccccc43)ccc2c1	4%
O=C(On1c(-c2ccccc2)nc2ccccc2c1=O)c1cccc([N+](=O)[O-])c1	1%
O=C1/C(=C\c2cc([N+](=O)[O-])ccc2OCc2ccccc2F)SC(=S)N1Cc1ccccc1	41%
COC(=O)C1=C(C)N(C)C(C)=C(C(=O)OC)C1c1ccccc1OCc1ccccc1	12%
CC(C)(C)c1ccc(OCCOCCN2CCOCC2)cc1	10%
Cc1cc2nc(-c3cc(N)ccc3Cl)oc2cc1C	12%
COc1cc(/C=C2\C(=O)NC(=O)N(c3ccccc3F)C2=O)ccc1OCc1cccc(C(=O)O)c1	0%
S=c1[nH]nc(-c2ccc(Cl)cc2Cl)n1N=Cc1cccs1	23%
Cn1c(=O)c2c(nc(NCCOc3ccc(F)cc3)n2C)n(C)c1=O	19%
CC1=C(C(=O)OCc2ccccc2)C(c2ccccc2I)C2=C(CCCC2=O)N1 (stereo not drawn)	15%
CCCC(CCC)C(=O)Nc1ccc2c(c1)N(C(=O)CN1CCOCC1)c1ccccc1CC2	22%
C=CCOc1ccc(-n2c(C)cc(/C=C3\C(=O)NC(=O)N(C)C3=O)c2C)cc1	16%
C/C(=N\N=C1\NC(=O)C(CC(=O)Nc2ccccc2C)S1)c1ccc(F)cc1 (stereo not drawn)	11%
COc1ccc(CNC(=O)C(=O)NN=C2CCN(C)CC2)cc1	3%

Next entries follow:
SMILES	RNase H inhibition
COc1ccc(Cl)cc1C(=O)N1CCN(c2cccc(C)c2C)CC1	19%
S=c1[nH]nc(-c2cc3ccccc3o2)n1-c1ccccc1	0%
O=C(CSc1nc2ccccc2c(=O)n1-c1ccccc1)c1cc(Cl)sc1Cl	0%
CN(C)c1ccc(NC(=O)COc2ccccc2Cl)cc1	15%
O=C(CCC(=O)OCC(F)(F)C(F)F)Nc1nc2ccccc2s1	6%
COc1cccc(NC(=O)CN(c2ccc(OC)c(Cl)c2)S(=O)(=O)c2ccccc2)c1	0%
O=[N+]([O-])c1ccccc1-c1nc(-c2ccccc2)c(-c2ccc(Cl)cc2)[nH]1	8%
CCOc1cccc(N2C(=O)CC(SC(=NCc3ccc(OC)cc3)Nc3ccccc3)C2=O)c1 (stereo not drawn)	7%
CCOC(=O)c1ccc(NC(=O)CN(c2ccccc2OC)S(=O)(=O)c2ccccc2)cc1	3%
CCC(C)NCC(=O)NCCNc1ccc([N+](=O)[O-])cc1Cl (stereo not drawn)	9%
